# TRb-SRC2 inh = disrupts binding of human TR beta to SRC2; TRbeta-SRC2 peptide binding, fluorescence polarization; receptor liganded with 1 µM T3; Potency, µM (highest dose often 106 µM), for inactives: at the top dose activity change, negative = inhibition, hits mostly inhibitors; actives 0.065% (n = 280,000);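 note: plate controls were bound peptide for no effect and peptide without receptor for full effect; nearly all actives have a fitted effect of over 50% in size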
# Target sequence (P10828 whole entry, looked up): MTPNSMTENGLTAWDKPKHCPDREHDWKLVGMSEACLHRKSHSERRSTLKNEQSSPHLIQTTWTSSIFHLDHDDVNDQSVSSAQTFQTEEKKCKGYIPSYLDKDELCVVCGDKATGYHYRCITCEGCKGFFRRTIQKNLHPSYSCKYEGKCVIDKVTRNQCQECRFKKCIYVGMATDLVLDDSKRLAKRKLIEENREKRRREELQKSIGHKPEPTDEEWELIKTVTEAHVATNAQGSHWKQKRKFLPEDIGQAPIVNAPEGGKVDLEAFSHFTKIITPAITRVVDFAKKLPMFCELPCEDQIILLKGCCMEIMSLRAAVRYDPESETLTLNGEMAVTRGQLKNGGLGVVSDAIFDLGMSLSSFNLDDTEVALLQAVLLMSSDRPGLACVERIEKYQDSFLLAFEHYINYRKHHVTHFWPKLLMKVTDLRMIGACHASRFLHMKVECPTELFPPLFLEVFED
#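 TRb LBD 0.6 uM + Texas Red SRC2 peptide 20 nM, 1 uM T3, Tris buffer w/ 5% DMSO; compound pinned, 5 h RT; FP read ex 555/em 632; normalized to unbound and bound controls.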
# Tau ThT inhib = tau fibrillization inhibition (ThT binding); Potency, µM (highest dose often 57.4 µM), inactives show at the highest dose activity, negative = inhibition, usual class: inhibitors; recombinant tau K18 P301L, heparin-induced fibrillization, ThT fluorescence; P10636; actives 2.1% (n = 270,000); note: nearly all actives have a fitted effect of over 55% in size
# Target sequence (P10636 561-689 P618L limits assumed): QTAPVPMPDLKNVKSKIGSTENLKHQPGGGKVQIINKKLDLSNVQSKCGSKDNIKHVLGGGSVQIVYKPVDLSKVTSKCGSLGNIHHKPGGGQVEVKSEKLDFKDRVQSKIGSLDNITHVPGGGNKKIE
#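 Heparin-induced (20 uM) aggregation of recombinant human K18 P301L tau, 15 uM unlabeled with 0.24 uM labeled, pH 7 acetate buffer, 6 hr at 37 C with compound. Fibrils quantified by 30 uM ThT fluorescence after 1 hr ambient incubation.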
# Tau fibril FP = tau fibrillization inhibition (FP) | K18 P301L tau heparin fibrillization, Alexa594 FP, 6 h | Potency, µM (series often up to 57.7 µM), without a hit: at the highest dose activity, negative = inhibition, actives largely listed as inhibitors | actives 0.39% (n = 280,000); note: nearly all actives have a fitted effect of over 55% in size
#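 Compound effects on tau fibrillization are measured by Alexa 594 fluorescence polarization (ex 555, em 632 nm). K18 P301L tau is used at 15 uM with 0.24 uM labeled tracer, and 20 uM heparin induces aggregation over 6 hr at 37 C.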
# Tau fluor cs = counter-screen for tau fibril formation inhibitors. tau K18 P301L Alexa594 fluorescence, heparin fibrillization. Potency, µM (top dose mostly 57.7 µM), without a hit: at the highest dose activity change, negative = decrease. actives 0.93% (n = 280,000). AID 1463; note: nearly all actives have a fitted effect of over 55% in size
#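 Human tau K18 P301L (15 uM unlabeled, 0.24 uM Alexa 594-labeled) in 100 mM sodium acetate pH 7 with 20 uM heparin, 6 hr at 37 C. ThT 30 uM added, 1 hr ambient; Alexa 594 FP and total fluorescence read at 555/632 nm.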
# GLA spleen mod = inhibitors or activators of human alpha-galactosidase in spleen homogenate; actives 0.008% (n = 240,000); human spleen homogenate, 4MU-alpha-Gal fluorescence, 40 min; P06280; Potency, µM (top dose mostly 80 µM), inactives show top-dose activity change, negative = inhibition, usual class: inhibitors;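 note: 0% = enzyme with vehicle and -100% = no enzyme basal signal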
#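 Human spleen homogenate (1 ug) as enzyme source, 4-methylumbelliferyl-alpha-D-galactopyranoside 1 mM final, citrate/phosphate pH 5.0 with 0.01% Tween-20. Compounds 40 min at 37C, NaOH/glycine stop; fluorescence Ex 365/Em 440, Hill-fit AC50.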
# TexasRed fluor = alters Texas Red total fluorescence, flagging assay interference; TRb/SRC2 Texas Red total fluorescence interference; Potency, µM (series often up to 106 µM), for inactives: at the highest dose fluorescence change, negative = quenching; actives 0.29% (n = 280,000); AID 1479; active = well fitted curve in either direction with a large enough effect; inconclusive = small, poorly fitted or top-dose-only effect
#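 Human TRβ ligand-binding domain (0.6 uM) and Texas Red SRC2 peptide (20 nM) in Tris buffer with 1 uM T3 and 5% DMSO were incubated with pinned compound for 5 hr at ambient temperature. Total fluorescence was computed as S + 2P (555/632 nm).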
# ALDH1A1 block = ALDH1A1 (human) enzyme inhibition. Purified ALDH1A1, NADH fluorescence, propionaldehyde substrate. Potency, µM (doses to about 75.3 µM), for inactives: at the highest dose activity, negative = inhibition, usual class: inhibitors. actives 7.3% (n = 220,000). AID 1030; active = well fitted inhibition curve with a large enough effect, not every such curve was filed as active; inconclusive = small, poorly fitted or top-dose-only effect, or another doubt; inactive = no such curve, though single readings can be large or run the other way;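 note: plate controls were no enzyme wells and a reference inhibitor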
# Target sequence (P00352 whole entry, looked up): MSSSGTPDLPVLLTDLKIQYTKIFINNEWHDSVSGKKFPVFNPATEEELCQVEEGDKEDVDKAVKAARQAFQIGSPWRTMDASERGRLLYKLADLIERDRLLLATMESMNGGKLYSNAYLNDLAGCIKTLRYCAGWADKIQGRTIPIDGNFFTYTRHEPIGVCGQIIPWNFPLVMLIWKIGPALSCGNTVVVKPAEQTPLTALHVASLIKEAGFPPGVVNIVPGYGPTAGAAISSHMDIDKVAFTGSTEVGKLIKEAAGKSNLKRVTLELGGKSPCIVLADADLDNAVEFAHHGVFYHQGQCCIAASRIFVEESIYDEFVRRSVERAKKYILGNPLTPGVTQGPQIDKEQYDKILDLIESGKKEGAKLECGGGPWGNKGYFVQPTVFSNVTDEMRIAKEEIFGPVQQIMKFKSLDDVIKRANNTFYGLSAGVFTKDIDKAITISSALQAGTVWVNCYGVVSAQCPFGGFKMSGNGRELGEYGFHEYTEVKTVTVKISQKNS
# L3MBTL1 inh = inhibitors of human L3MBTL1; Potency, µM (top dose mostly 57.1 µM), for inactives: top-dose activity, negative = inhibition, actives largely listed as inhibitors; AlphaScreen L3MBTL1–H3K9me1 peptide binding; actives 0.66% (n = 230,000); Q9Y468; note: nearly all actives have a fitted effect of over 60% in size
#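 AlphaScreen proximity signal between nickel-chelate acceptor and streptavidin donor beads (final 10 ug/mL) reports binding of 50 nM L3MBTL1 to 75 nM biotin-H3 K9me1 peptide; complex incubated with compounds 30 min at room temperature; cefsulodin titration as control.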
# Starred values were filed as active, the others as inactive; u = inconclusive; x = no result given; [ ] = remark or other dose. Unless noted, calls come from the whole dose curve; as a rule, active = well fitted curve in the direction sought with a large enough effect; inconclusive = small, poorly fitted or top-dose-only effect, or another doubt; inactive = no such curve, though single readings can be large; an effect the other way counts as inactive or inconclusive. Unless noted, % is set by controls: 0 for no effect and ±100 for the full control effect; potency is the fitted concentration of half-maximal effect. The order is random; overall some 8.5% were active at least once.
SMILES,TRb-SRC2 inh,Tau ThT inhib,Tau fibril FP,Tau fluor cs,GLA spleen mod,TexasRed fluor,ALDH1A1 block,L3MBTL1 inh
Cc1ccc(-c2nnc(SCC(=O)Nc3sc(C)c(C)c3C#N)n2C)cc1,6%,-6%,-6%,-2%,0%,0%,7%,-1%
NC(=O)N/N=C/c1cccc(OCc2ccc(F)cc2)c1,6%,-4%,-1%,-2%,-3%,-7%,1%,x
CCCCN1C(=O)C(=Nc2cccc3cnccc23)c2ccccc21,-6%,u,-6%,-9%,3%,-2%,0.63µM*,-2%
C=CCn1c(SCC(=O)Nc2ccc(C)cc2C)nnc1-c1cccnc1,4%,-6%,-5%,-2%,-4%,-4%,u,x
CCCCC(=O)NC(NC(=O)CCCC)c1ccc(OCC(C)C)c(OC)c1,-5%,1%,-3%,3%,-2%,2%,-9%,5%
Cc1nc(CNS(=O)(=O)c2ccc3c(c2)CCCC3)cs1,-8%,-3%,2%,5%,1%,-4%,u,-13%
COc1ccc(NC(=O)C2CCCN(S(=O)(=O)c3ccc4c(c3)CCCC(=O)N4)C2)c(OC)c1 (centres undefined),-1%,1%,-1%,-7%,x,-6%,x,x
CN(CCNS(=O)(=O)c1ccc2c(c1)oc(=O)n2C)Cc1ccccc1,-4%,-5%,-7%,-3%,5%,0%,0%,-13%
Cc1cccc(NC(=S)N=Nc2c(O)n(CN3CCOCC3)c3ccccc23)c1C,-1%,u,-5%,11µM*[quencher],6%,-1%,5%,-15%
Cc1cc2cc(CNC(=O)NC3CCCCC3)ccc2[nH]1,-13%,-11%,19%,-18%,-19%,-1%,-8%,-14%
CCOc1ccc(C2CC(=O)NC(NC(=O)c3ccc(C)cc3)=N2)cc1 (centres undefined),3%,-1%,3%,-1%,x,-19%,x,x
O=C(NNc1nc2c(F)cc(F)cc2s1)c1ccccc1,-1%,-4%,-1%,5%,-4%,1%,9%,5%
Cc1ccc(NC(=O)C(=S)NCc2ccco2)cc1,1%,-1%,3%,5%,8%,1%,2%,-4%
CCOC(=O)CC(=O)CSc1nccc(-c2cccnc2)n1,-4%,x,-4%,13%,-5%,-1%,x,x
COc1cccc(C2C3=C(N=c4s/c(=C\c5ccc(OCC(=O)O)cc5)c(=O)n42)c2ccccc2CC3)c1 (centres undefined),3%,22µM*,-14%,-13%,-2%,-3%,x,-1%
CC(OC(=O)CNS(=O)(=O)/C=C/c1ccccc1)C(=O)Nc1ccc(S(=O)(=O)N2CCCC2)cc1 (centres undefined),-5%[53 µM],-4%,-2%,-25%,-14%,0%[53 µM],1.3µM*,3%
Cc1ccccc1-c1noc(CCC(=O)NCc2ccco2)n1,2%,-10%,-2%,-7%,3%,3%,x,-4%
O=S1CC/C(=N\O)c2ccccc21 (centres undefined),-7%,-3%,11%,9%,-5%,-1%,4%,9%
CN(c1ccc(OCC(=O)OCC(=O)NCc2ccco2)cc1)S(=O)(=O)c1ccc2ccccc2c1,-3%,-11%,6%,-21%,2%,-5%,u,-12%
N=C1C(c2ccccc2)=C(O)CN1CCO,-5%,-5%,-5%,-1%,14%,-3%,7%,14%

# Continued, starting with the last five of the part before.
SMILES,TRb-SRC2 inh,Tau ThT inhib,Tau fibril FP,Tau fluor cs,GLA spleen mod,TexasRed fluor,ALDH1A1 block,L3MBTL1 inh
CC(OC(=O)CNS(=O)(=O)/C=C/c1ccccc1)C(=O)Nc1ccc(S(=O)(=O)N2CCCC2)cc1 (centres undefined),-5%[53 µM],-4%,-2%,-25%,-14%,0%[53 µM],1.3µM*,3%
Cc1ccccc1-c1noc(CCC(=O)NCc2ccco2)n1,2%,-10%,-2%,-7%,3%,3%,x,-4%
O=S1CC/C(=N\O)c2ccccc21 (centres undefined),-7%,-3%,11%,9%,-5%,-1%,4%,9%
CN(c1ccc(OCC(=O)OCC(=O)NCc2ccco2)cc1)S(=O)(=O)c1ccc2ccccc2c1,-3%,-11%,6%,-21%,2%,-5%,u,-12%
N=C1C(c2ccccc2)=C(O)CN1CCO,-5%,-5%,-5%,-1%,14%,-3%,7%,14%
Cc1ccc(C)c(C(=O)NC(C)CCc2ccccc2)c1 (centres undefined),2%,-5%,-2%,-3%,0%,0%,2%,x
CCOc1ccc(NC(=O)CC2C(=O)N(c3ccccc3)C(=O)N2Cc2ccco2)cc1 (centres undefined),-2%,-2%,6%,5%,0%,0%,u,-1%
CSc1nnc(-c2cccs2)n1-c1ccccc1,2%,0%,0%,4%,2%,1%,-1%,4%[11.4 µM]
COc1ccc(NC(=O)COC(=O)c2cccc(S(=O)(=O)N(C)C)c2)cc1,1%,1%,6%,-2%,-5%,-3%,3%,2%
N#CCCN1CCN(C(=S)c2ccc(-c3cc(Cl)ccc3Cl)o2)CC1,-3%,u,10%,-25%,5%,2%,u,3%
CCN(CC)C(=O)COc1ccc(N(C)S(=O)(=O)c2ccc(NC(C)=O)cc2)cc1,3%,-5%,-6%,-13%,-8%,-1%,x,7%
CN(CC(=O)N1CCCCC1)S(=O)(=O)c1ccc(Cl)cc1,-9%,-2%,-2%,-6%,-6%,-6%,-3%,41%[11.4 µM]
Cc1c(NC(=O)CSc2nnc(N)s2)c(=O)n(-c2ccccc2)n1C,1%,11%,7%,7%,5%,1%,11%,0%
Cc1cc(=O)oc2cc(O)c(O)cc12,-7%,-3%,-2%,-10%,-4%,u,u,x
CCN(CC)C(=O)/C(=C/c1ccc(F)cc1)NC(C)=O,6%,3%,-1%,7%,-10%,-1%,-5%,4%
COc1ccccc1Cc1noc(-c2cc(Cl)ccc2OC)n1,5%,-11%,-11%,-25%,6%,1%,u,62%[activator]
COc1ccc(-c2nc(SC)n(C(=O)c3ccco3)n2)cc1,5%,-15%,6%,-8%,4%,0%,u,-2%
CC(C)C(=O)NNC(=O)c1ccccn1,-1%,-10%,-3%,-5%,4%,-1%,23%,-12%
CCSc1nnc(NC(=O)c2cc3c(s2)CCCC3)s1,10%,-1%,4%,8%,10%,4%,u,-4%
Cc1[nH]c2ccccc2c1C(=O)CSc1nc2cc(S(=O)(=O)N3CCCCC3)ccc2o1,-5%,-9%,u,u,14%,2%,-10%,-6%
C[C@@H]1CC=C[C@H]2[C@H]1C(=O)N(Cc1ccccc1)[C@H]2c1ccc(-c2ccoc2)cc1F,-8%,-10%,-6%,-4%,-2%,2%,x,x
CCOC(=O)c1noc2nc(C)n(Cc3cccc([N+](=O)[O-])c3)c(=O)c12,1%,1%,-1%,1%,x,0%,x,x
NNC(=O)CSc1cccc2cccnc12,-3%,u,-5%,-14%,1%,0%,u,-10%
Cc1cccc(Cn2c(-c3ccccc3)nc3ccccc32)c1,-6%,u,0%,-12%,x,0%,x,x
O=C1c2cccc(OCC(=O)N3CCCc4ccccc43)c2CCN1Cc1ccccc1,-7%,2%,3%,-1%,8%,-3%,4%,-6%

# Compound profiles (already shown).
# Cc1cccc(Cn2c(-c3ccccc3)nc3ccccc32)c1 as listed: TRb-SRC2 inh: -6%; Tau ThT inhib: u; Tau fibril FP: 0%; Tau fluor cs: -12%; GLA spleen mod: x; TexasRed fluor: 0%; ALDH1A1 block: x; L3MBTL1 inh: x
# C[C@@H]1CC=C[C@H]2[C@H]1C(=O)N(Cc1ccccc1)[C@H]2c1ccc(-c2ccoc2)cc1F as listed: TRb-SRC2 inh: -8%; Tau ThT inhib: -10%; Tau fibril FP: -6%; Tau fluor cs: -4%; GLA spleen mod: -2%; TexasRed fluor: 2%; ALDH1A1 block: x; L3MBTL1 inh: x

# Later entries:
SMILES,TRb-SRC2 inh,Tau ThT inhib,Tau fibril FP,Tau fluor cs,GLA spleen mod,TexasRed fluor,ALDH1A1 block,L3MBTL1 inh
C/C(=N/NC(=O)CNC(=O)COc1cccc(C)c1)c1ccco1,3%,-11%,5%,-13%,1%,-1%,x,2%
CCOc1ccc(-c2nc[nH]c2[N+](=O)[O-])cc1,-2%,-6%,-6%,-5%,-2%,-2%,3%,8%
CCC(=O)Nc1ccc(C(=O)n2ccc(C)n2)cc1,-6%,-4%,-1%,1%,3%,-3%,4%,0%
COc1ccc(C2CC(c3ccccc3)=NN2C(=O)c2ccc(Cl)c([N+](=O)[O-])c2)cc1 (centres undefined),-3%,-4%,0%,-19%,-5%,0%,-11%,-4%
Cc1cc(OC(C)C(=O)Nc2c(C(=O)c3ccc(F)cc3)oc3ccccc23)ccc1Cl (centres undefined),-6%,-5%,-11%,-12%,x,u,x,x
COCCNC(=O)C1CC(c2cccc(F)c2)=NO1 (centres undefined),-7%,-10%,0%,-6%,7%,0%,x,x
NS(=O)(=O)c1ccc(CCNC(=O)COC(=O)C2CCCN2C(=O)c2cccs2)cc1 (centres undefined),1%,-2%,-3%,-1%,2%,-7%,55%[activator],-6%
CN(Cc1nc2ccccc2n1C)S(=O)(=O)c1ccc(F)cc1,12%,-17%,-8%,-15%,-18%,-3%,12%,3%
COc1cccc(/C=N\NC(=O)c2ccc(Cn3cc(Br)c([N+](=O)[O-])n3)o2)c1O,11%,-12%,-3%,-20%,-3%,2%,u,-8%
CCCOc1ccc(-c2cc(C(=O)NCC3CCCO3)c3ccccc3n2)cc1 (centres undefined),0%,-13%,14%,-25%,3%,-1%,u,11%
Cc1cc(C)n(-c2ccc(C(=O)Nc3nnc(C)s3)cc2)n1,-10%,u,2%,-7%,1%,2%,5%,x
Cc1cc(C)c(NC(=O)CN2CCC(NC(=O)NC3CCCCC3)CC2)c(C)c1,-2%,5%,-4%,8%,0%,-6%,5%,14%
COc1ccc(C2c3cc(OC)c(OC)cc3Cc3c4cc(OC)c(OC)cc4cc[n+]32)cc1OC (centres undefined),5%,-10%,0%,-6%,-4%,-2%,-2%,x
COc1ccc(C(=O)NC(=S)Nc2ccc(CN3CCCCC3)cc2)cc1Cl,7%,-12%,0%,-15%,-1%,-1%,u,-3%
CCOCCCNCC(=O)Nc1ccc(OC(F)(F)F)cc1,6%,1%,-5%,-3%,1%,2%,u,x
CCCCNC(=O)N1c2ccccc2CC1C (centres undefined),-4%,0%,-3%,2%,-9%,3%,9%,-4%
Cc1ccc(C(=O)NC2=NCCS2)cc1,7%,-1%,1%,-1%,4%,3%,x,x
COCCN1C(=O)N[C@@H](CCc2ccccc2)[C@@H](C(=O)OC)[C@H]1C,5%[11.2 µM],9%[11.5 µM],-1%[11.6 µM],2%[11.6 µM],2%[17.5 µM],-2%[11.2 µM],-3%[13.5 µM],x

# Source: PubChem BioAssay (National Center for Advancing Translational Sciences (NCATS))
